From PubChem
ARFGAP1 inhibitor: rat ARFGAP1 inhibition; Arfgap1-stimulated ARF1 GTP hydrolysis, GDP FP detection; inhibition, % at 16.5 µM; 360,000 compounds, 0.26% hits; AID 651572;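 active = inhibition above a per-plate limit, mean inhibition of low control wells plus 3 SD, cut at about 25% in these data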;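 note: 0% = DMSO wells with enzyme and 100% = wells lacking Arfgap1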
Target sequence (Q62848 1-136 limits assumed): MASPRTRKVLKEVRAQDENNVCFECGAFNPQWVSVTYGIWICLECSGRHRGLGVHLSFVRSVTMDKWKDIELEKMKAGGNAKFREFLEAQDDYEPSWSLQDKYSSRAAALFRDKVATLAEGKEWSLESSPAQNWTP
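Material – truncated rat Arfgap1 GAP domain · Buffer or medium – HEPES-based buffer, pH 7.5 · Reagent – human ARF1(Δ1-17)-GTP substrate · Dosing – 16.5 µM single point, 1.26% DMSO · Schedule – GTP hydrolysis reaction 2 h at 25 °C · Technique – GDP detection by fluorescence polarization · Benchmarks – No-Arfgap1 wells (100%) versus DMSO full-reaction wells (0%) · Repeats – single replicate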
proKLK7 act: proKLK7 (human) activation, primary screen. AID 652039. P49862. purified proKLK7, EDANS-DABCYL substrate fluorescence; 100% is mature enzyme control, 0% vehicle. 370,000 compounds, 0.9% hits. activation, % at 7 µM;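 active = activation above the mean of all tested compounds plus 3 SD, computed per campaign excluding outliers beyond control limits, cut at about 13% in these data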
FXN GAA850 act: frataxin GAA850 promoter activation; HEK293 lucGAA850 FXN promoter luciferase reporter, 24 h; percent of 10 µM SAHA response; activation, % at 6 µM; 360,000 compounds, 0.56% hits;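 active = activation above the average of all compounds screened plus 3 SD, cutoff fixed separately per campaign, cut at about 7.5% in these data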;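 note: 0% = DMSO wells and 100% = 10 µM SAHA wells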
GC-B act: GC-B (human) receptor activation; P20594; HEK293-GC-B cells, CNP EC30, cGMP TR-FRET; 0% at EC30 CNP, 100% saturating CNP; activation, % at 10 µM; 370,000 compounds, 0.11% hits; AID 1920062;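 active = activation at 10 µM reaching about 35% in either raw or pattern-adjusted values, limit read from the data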
GC-A act: GC-A (human) enzyme activation | HEK293 GC-A cells, cGMP TR-FRET, EC30 ANP; 0% at EC30 ANP, 100% saturating ANP | activation, % at 10 µM | 370,000 compounds, 0.14% hits | AID 1671463; in the data active = activation above about 40%
rCAG RNA binder: r(CAG) repeat RNA binding. TO-PRO-1 dye displacement fluorescence. inhibition, % at 3 µM. AID 651821. 370,000 compounds, 1.3% hits;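 active = inhibition above the plate cutoff, the mean of all test compounds on that plate plus 3 SD, cut at about 35% in these data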;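 note: 0% = DMSO alone and 100% = 100 µM mitoxantrone as full dye displacement; higher means more dye released from RNA so lower well fluorescence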
DDE Tn6 FP inh: disrupts Tn6 cyclic peptide binding to fibrin D-Dimer-E complex. 370,000 compounds, 0.21% hits. Fibrin DD(E) TRITC-Tn6 fluorescence polarization displacement. inhibition, % at 8.3 µM. AID 720509;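 active = inhibition above a per-campaign cutoff: mean of compounds within control limits plus 3 SD, cut at about 15% in these data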;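 note: 0% = median of all compound wells on the plate and 100% = blocking peptide control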
ASAP1 inh: blocks human ASAP1-stimulated Arf1 GTP hydrolysis; 360,000 compounds, 0.19% hits; GDP FP detection; AID 624377; Q9ULH1; inhibition, % at 16.5 µM; in the data active = inhibition above about 25%;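 note: 0% = vehicle with enzyme and substrate and 100% = no enzyme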
Target sequence (Q9ULH1 325-724 limits assumed): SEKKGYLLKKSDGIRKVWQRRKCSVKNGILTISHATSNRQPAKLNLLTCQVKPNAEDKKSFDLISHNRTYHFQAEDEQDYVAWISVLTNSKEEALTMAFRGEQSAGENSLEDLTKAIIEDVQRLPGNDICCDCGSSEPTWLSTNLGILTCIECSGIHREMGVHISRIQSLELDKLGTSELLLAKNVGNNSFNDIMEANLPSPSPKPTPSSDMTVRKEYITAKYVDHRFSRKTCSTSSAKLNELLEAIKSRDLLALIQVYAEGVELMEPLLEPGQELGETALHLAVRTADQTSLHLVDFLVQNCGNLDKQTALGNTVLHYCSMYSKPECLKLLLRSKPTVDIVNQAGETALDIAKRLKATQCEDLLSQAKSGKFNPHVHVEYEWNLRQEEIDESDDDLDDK
ADAM10 inh: ADAM10 inhibition, QFRET primary screen | O14672 | 370,000 compounds, 0.62% hits | inhibition, % at 7 µM | recombinant ADAM10, EDANS/DABCYL FRET peptide cleavage, 3 h | AID 720582;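 active = inhibition above a per-campaign cutoff equal to the mean of compounds falling between control-based bounds plus 3 SD, cut at about 20% in these data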;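 note: 0% = DMSO wells while the 100% control is not disclosed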
Target sequence (O14672 214-748 limits assumed): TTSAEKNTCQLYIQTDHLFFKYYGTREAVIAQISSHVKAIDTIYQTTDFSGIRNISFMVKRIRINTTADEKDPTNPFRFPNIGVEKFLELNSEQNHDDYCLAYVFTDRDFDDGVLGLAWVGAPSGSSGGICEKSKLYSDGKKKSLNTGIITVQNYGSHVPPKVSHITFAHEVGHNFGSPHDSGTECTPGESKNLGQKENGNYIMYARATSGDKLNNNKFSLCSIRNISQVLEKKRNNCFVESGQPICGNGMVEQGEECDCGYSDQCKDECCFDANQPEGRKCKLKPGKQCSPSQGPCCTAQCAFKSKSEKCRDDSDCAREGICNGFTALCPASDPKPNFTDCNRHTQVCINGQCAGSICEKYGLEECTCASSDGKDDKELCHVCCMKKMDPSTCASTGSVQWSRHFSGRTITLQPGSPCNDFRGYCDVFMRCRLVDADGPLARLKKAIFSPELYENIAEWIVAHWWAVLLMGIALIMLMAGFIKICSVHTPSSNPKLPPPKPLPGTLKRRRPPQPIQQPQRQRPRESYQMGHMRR
HGIII-sPLA2 inh: Inhibits HGIII-sPLA2 liposome hydrolysis, primary screen | QFRET BODIPY PC-A2 liposome hydrolysis, fluorescence | Q9NZ20 | AID 743126 | inhibition, % at 12.2 µM | 370,000 compounds, 0.56% hits;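 active = inhibition above mean plus 3 SD of compounds lying within the high and low control bounds, cut at about 19% in these data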;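 note: 0% = median of test compound wells and 100% = no enzyme DMSO wells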
The depositor's hits bear a star; / = no result given.

entry	Compound	ARFGAP1 inhibitor	proKLK7 act	FXN GAA850 act	GC-B act	GC-A act	rCAG RNA binder	DDE Tn6 FP inh	ASAP1 inh	ADAM10 inh	HGIII-sPLA2 inh
1	COc1ccc(C)cc1NC(=O)C1CCN(S(=O)(=O)c2c(C)noc2C)CC1	8	-0.2	-1.2	0	-2	0	-2	13	-9	0
2	Cc1ccc2c(c1)N(CC(=O)NC(C)CCc1ccccc1)C(=O)c1cccnc1O2 (stereo not given)	-1	0.1	-2.2	1	-7	-6	-1	1	-2	-7
3	COc1ccc(N(CC(=O)NC2CCCCC2C)S(=O)(=O)c2c(C)nn(C)c2C)cc1 (stereo not given)	-6	-0.3	1.2	-6	1	2	1	-14	-5	3
4	COc1ccc(S(=O)(=O)N2CC=C(C(=O)NC3CCCC3)CC2)cc1	-22	0.0	1.7	0	-4	3	0	1	-7	2
5	c1nc(NC2CCCCC2)c2[nH]cnc2n1	20	0.1	1.9	5	3	2	11	-3	-9	1
6	COc1ccc(Cc2nnc(NC(=O)c3c(-c4ccccc4)noc3C)s2)cc1	7	0.0	-0.2	-9	3	2	10	3	-8	-19
7	CCOC(=O)CNC(=S)N(Cc1ccco1)Cc1ccccc1Cl	7	0.3	0.5	0	-7	-2	-4	-1	-2	-4
8	CCCOc1ccc2oc(=O)c3c(c2c1)CCCN3C(=O)CN1CCN(c2ncccn2)CC1	5	-0.6	-0.5	-7	3	3	2	13	-14	0
9	CCN1C(=O)[C@@H]2[C@@H](c3ccc(-c4ccc(F)cc4)c(OC)c3)N3CCCC[C@@]3(C(=O)OC)[C@@H]2C1=O	18	0.5	-0.2	2	-4	2	2	2	3	-5
10	Clc1ccc2oc(-c3ccccc3)cc(=NCCCN3CCOCC3)c2c1	-6	0.2	9.4*	-5	5	-1	11	-6	-7	-1
11	O=c1c2cc3ccccc3nc2ncn1CCc1ccc(Cl)cc1	-8	0.1	/	1	-2	4	4	11	-169	-1
12	CCCCn1nnc(NC(=O)CCC)n1	-14	-0.1	-2.6	1	7	1	-1	-10	-4	-2
13	COc1ccc(N2CCN(C(=O)c3ccc(-c4ccccc4)cc3)CC2)cc1	9	0.2	0.6	-3	0	1	-5	0	3	8
14	O=C(COC(=O)c1cc(S(=O)(=O)N2CCOCC2)c(Cl)cc1Cl)NCc1ccco1	-7	-0.1	2.9	6	4	5	3	-8	-8	-2
15	CC(C)C[C@@H]1O[C@H](C(C)C)Cc2[nH][nH]c(=O)c21	5	-0.5	/	0	1	-1	5	-13	-17	0
16	Cc1onc(-c2ccccc2)c1NC(=O)N(CCC(=O)O)Cc1ccccc1	3	-0.5	0.3	-1	-3	-3	0	0	2	1
17	COc1cccc(NC(=O)CN(C)C(=O)c2ccc(-c3cccc(C(F)(F)F)c3)o2)c1	6	-0.5	1.5	-2	-5	4	-6	22	6	-4
18	CCc1nc(SCC(=O)Nc2cc(C)ccc2OC)c2c(C)c(C)sc2n1	2	-0.1	1.5	-3	5	35*	-1	0	-7	1
19	Brc1ccc2c(c1)C(C1=NCCN1)c1ccccc1CS2 (stereo not given)	-14	0.0	-9.5	-18	-43	6	13	-6	-4	1
20	CCS(=O)(=O)c1nc2ccccc2n1CC(=O)N1CCCCC1	-2	0.0	1.0	-1	0	-2	0	9	3	2
21	CC(C)(C)OC(=O)N1CCC[C@H]1c1nnc(SC/C=C/c2ccccc2)o1	-6	0.1	-0.5	8	1	4	-2	-3	6	-1
22	CCOC(=O)C1(CCOc2ccccc2)CCN(Cc2nccn2CC)CC1	-2	-0.1	-1.2	2	0	-8	-8	7	0	4
23	Nc1[nH]c(C(=O)c2ccccc2)c(-c2ccc(Cl)cc2)c1C(=O)NCCC1=CCCCC1	/	/	/	6	-9	/	-2	/	0	-1
24	CCOc1ccc(S(=O)(=O)N(C)c2ccc(OCC(=O)N3c4ccc(C)cc4C4CN(C)CCC43)cc2)cc1 (stereo not given)	-4	0.2	0.4	1	-1	-1	-7	5	4	-20
25	Cc1ncn2cc(-c3ccc(Cl)cc3Cl)[nH]c(=O)c12	8	0.6	0.6	3	3	-2	-3	-7	-3	-4
26	COc1cc(C(=O)NCc2nnc(SCC(=O)N3CCCCCC3)o2)cc(OC)c1OC	11	0.0	0.3	-1	-2	-2	-9	-4	7	5
27	CC1CN(S(=O)(=O)c2cccc(C(=O)Nc3ccc4c(c3)CCC4)c2)CC(C)O1 (stereo not given)	5	0.5	1.0	2	-2	-1	-4	3	3	-9
28	O=C(CN1CCCC1)Nc1ccccc1Sc1ccc(Cl)cc1	-10	0.1	1.0	-4	-1	-6	5	3	13	2
29	CCOC(=O)C1CCN(Cc2ccc(F)c(F)c2)CC1	-1	1.1	1.8	1	1	-4	8	5	-6	5
30	CCOc1ccc2nc(NC(=O)CSc3ccc(Cl)cc3)sc2c1	7	-0.9	0.7	-5	0	9	-2	-1	-7	-7

Limited to FXN GAA850 act, GC-A act and ASAP1 inh (two entries from above):
entry	SMILES	FXN GAA850 act	GC-A act	ASAP1 inh
23	Nc1[nH]c(C(=O)c2ccccc2)c(-c2ccc(Cl)cc2)c1C(=O)NCCC1=CCCCC1	/	-9	/
24	CCOc1ccc(S(=O)(=O)N(C)c2ccc(OCC(=O)N3c4ccc(C)cc4C4CN(C)CCC43)cc2)cc1 (stereo not given)	0.4	-1	5

Going on with the list.
entry	Compound	ARFGAP1 inhibitor	proKLK7 act	FXN GAA850 act	GC-B act	GC-A act	rCAG RNA binder	DDE Tn6 FP inh	ASAP1 inh	ADAM10 inh	HGIII-sPLA2 inh
31	Cc1nc2ccccc2n1CC(O)COCC1CC=CCC1 (stereo not given)	2	-0.1	-0.9	-3	5	1	4	1	-9	-10
32	Cc1ccc(C(=O)N/C(=C/c2cn(-c3ccccc3)nc2-c2ccccc2)C(=O)O)cc1	0	0.0	2.2	4	2	52*	6	-1	-6	-14
33	COc1ccccc1Cc1c(-c2ccc(OC)c(OC)c2)nc2ccc(Cl)cn12	6	-0.3	/	-9	-3	20	3	7	-33	-1
34	COc1ccccc1-c1cnn2c(NCc3ccccc3)cc(C)nc12	4	1.1	2.3	3	5	1	2	5	-22	-1
35	CCN(Cc1ccncc1)C(=O)c1cccs1	1	0.6	-2.6	4	-1	1	-1	5	-7	4
36	COc1ccc(N2CCN(C(=O)c3ccc(C)c(Cl)c3)CC2)cc1	-2	-0.4	2.6	3	-7	-6	7	-4	6	0
37	CC(C)N(CC(N)=O)C(=O)Cc1coc2cc3c(cc12)CCC3	6	-0.8	2.4	-1	-2	3	5	1	0	-4
38	c1ccc(-c2cc(-c3ccccc3)on2)cc1	0	-0.3	4.3	-8	13	-2	-1	5	-7	12
39	Cc1csc(NC(=O)c2ccc(COc3cccc(F)c3)o2)n1	/	-0.6	/	23	20	6	5	/	-13	0
40	CNC(=O)NC(=S)NC(=O)c1cccc(Cl)c1	-9	0.0	2.6	-2	-1	-1	-1	-3	-10	11
41	Cc1ccc2ncccc2c1N	9	0.0	1.9	0	-4	1	-6	6	-1	1
42	Cc1ccc(NS(=O)(=O)c2ccc(OCC(=O)NCc3ccco3)cc2)cc1	4	-0.4	-0.2	12	-2	4	2	-4	-2	-25
43	COC(=O)c1ccc(C(=O)N(Cc2ccccc2)c2ccccc2)cc1	2	-0.3	3.7	3	-2	-12	-4	-3	7	4
44	COCCN(CC(=O)NC1CCCCC1)C(=O)/C=C/C(=O)c1ccc(OC)cc1O	15	0.3	-3.0	-13	-33	-6	-2	-16	-18	-12
45	Cc1nnc(NC(=O)CCC(=O)NCc2ccco2)s1	-1	-0.2	2.9	0	13	-3	1	2	-9	2
46	Cc1c[nH]c2cccc(-c3ccc(Cl)cc3)c12	/	0.5	/	-12	-7	1	-1	/	-16	-16
47	COc1ccc(NC(=O)N(CCc2c(C)[nH]c3ccccc23)Cc2cccs2)cc1OC	/	0.9	/	-2	-5	4	-1	/	1	-22
48	CN(C(=O)COc1ncnc2sccc12)C1CCCCC1	0	0.3	1.7	1	0	0	-6	-3	-8	13
49	Cc1ccccc1C(=O)N1CCC(C(=O)N(CC(C)C)c2c(N)n(Cc3ccccc3)c(=O)[nH]c2=O)CC1	4	-0.1	0.2	-2	3	-2	3	-15	-12	7
50	COc1ccc(COC(=O)C2=C(C)NC(=O)NC2c2ccc(OC)c(OC)c2)cc1 (stereo not given)	8	-0.4	4.1	-13	-1	-5	-5	6	5	2
51	COc1ccc(S(=O)(=O)N2CCC(C(=O)NCCc3ccc(OC)c(OC)c3)CC2)cc1	-10	-1.2	0.1	2	-5	3	7	-8	-6	-1
52	COc1ccccc1N1CCN(C(=O)Cn2nnc(-c3ccncc3)n2)CC1	-3	0.2	-1.4	2	3	-2	4	-1	5	11
53	COCCCn1c(-c2cccc(Cl)c2)nc2c1c(=O)[nH]c(=O)n2Cc1ccccc1	-3	0.1	1.2	3	-5	0	8	-5	3	1
54	O=C1c2ccccc2S(=O)(=O)c2cc(N3CCC4(CC3)OCCO4)ccc21	0	0.4	/	8	11	-5	-2	-8	4	4
55	CC[C@]12c3[nH]c4ccc(Cl)cc4c3CCN1C(=O)[C@@H](CC(=O)NCc1ccc(OC)c(OC)c1)C[C@@H]2C(=O)N1CCN(C(=O)c2ccco2)CC1	10	0.8	-2.4	1	1	5	-3	-2	-13	0
56	CC(C)(CNC(=O)Cc1ccc(Cl)cc1Cl)N1CCOCC1	8	-0.5	1.3	5	1	-1	0	-4	5	-2
57	CCC(C)N(C(=O)c1csnn1)C(C(=O)NC(C)(C)C)c1ccccc1 (stereo not given)	2	0.5	-0.1	-7	-10	-7	4	-4	-2	0
58	COC(=O)c1ccnc(/C=N/O)c1	-13	0.6	-0.2	-6	-1	-2	1	-10	-2	1
59	C/C(=N\NC(N)=S)C12CC3CC(CC(C3)C1)C2	0	0.1	-6.9	4	0	-3	5	2	0	6
60	CCOC(=O)C1CCC(=O)N1Cc1c[nH]c2ccccc12 (stereo not given)	7	0.5	/	-2	2	2	-2	4	-1	-1
61	Cc1ccc(S(=O)(=O)N2C(=O)CCC2C(=O)O/N=C(\N)c2cccc([N+](=O)[O-])c2)cc1 (stereo not given)	-14	0.3	-0.1	0	2	0	3	-5	4	-6
62	O=S1(=O)CCOC[C@H](CC2CCCCC2)N1Cc1cccc(C(F)(F)F)c1	18	0.7	0.9	-6	-3	-6	0	9	9	3
63	Cc1cc(NC(=O)NC(=O)c2ccccc2F)no1	-7	-0.4	2.5	3	1	-2	3	-5	-2	3
64	CCCS(=O)(=O)c1c(S(=O)(=O)CCC)c2c(N)cccn2c1C(=O)c1ccccc1	-8	0.0	0.1	4	-4	43*	-7	3	1	-27
65	CC1=NNC(=O)C1CCC(=O)N/N=C(/C)c1ccc([N+](=O)[O-])cc1 (stereo not given)	0	-0.6	0.2	-7	-2	3	5	4	3	0
66	Cc1onc(-c2c(F)cccc2Cl)c1C(=O)ONC(=O)c1ccccc1	10	-0.2	2.3	0	0	1	-3	-13	9	7
67	CSc1ccccc1NC(=O)C1(C)CCN1C(=O)Cc1ccc(-c2ccccc2)cc1 (stereo not given)	21	0.2	1.1	-6	0	3	3	4	1	-14
68	O=C(NCCN1CCOCC1)c1ccc(Cl)cc1O	-1	0.6	2.2	3	2	-2	5	6	-30	0
